m5-HT2A agonist: mouse Htr2a agonists via beta-arrestin recruitment, primary screen, cell-based, luminescence; 0.66% of 360,000 active; activation, % at 7.6 µM; CHO-K1 mHTR2A beta-arrestin complementation; percent of 30 µM serotonin response;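 active = activation above a run cutoff, the mean activation of all tested compounds plus 3 SD, cut at about 14% in these data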;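 note: 0% = plate median of compound wells and 100% = 30 µM serotonin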
Target sequence (P35363 whole entry, looked up): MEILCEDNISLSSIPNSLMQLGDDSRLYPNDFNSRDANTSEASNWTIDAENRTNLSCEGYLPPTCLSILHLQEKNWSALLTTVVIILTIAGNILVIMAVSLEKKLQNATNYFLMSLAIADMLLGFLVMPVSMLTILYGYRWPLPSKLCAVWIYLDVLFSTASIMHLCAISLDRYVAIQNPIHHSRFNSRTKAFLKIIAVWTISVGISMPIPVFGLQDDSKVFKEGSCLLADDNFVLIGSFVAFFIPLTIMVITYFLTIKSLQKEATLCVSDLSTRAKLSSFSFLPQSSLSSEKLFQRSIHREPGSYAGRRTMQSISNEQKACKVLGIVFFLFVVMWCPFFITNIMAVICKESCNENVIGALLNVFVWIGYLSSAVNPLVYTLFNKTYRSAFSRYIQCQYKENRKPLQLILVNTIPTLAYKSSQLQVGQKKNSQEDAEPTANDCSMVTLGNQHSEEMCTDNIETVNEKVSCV
MC4R barr agon: MC4R agonists recruiting beta-arrestin, primary screen, cell-based, luminescence, agonist arm of biased-ligand search; Melanocortin receptor 4 (Homo sapiens), P32245; U2OS MC4R beta-arrestin complementation; percent of melanotan II response, DMSO zero; activation, % at 8.9 µM; 0.98% of 360,000 active; AID 540308, 2011;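 active = activation above a per-plate cutoff, the mean activation of sample wells on that plate plus 3 SD, cut at about 8% in these data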
aDG glyco up: activators of alpha-DG glycosylation, primary screen, uHTS, Pro5-aDG cells, AlphaScreen; alpha-DG glycosylation AlphaScreen (IIH6); 0% Pro5, 100% B10-LARGE cell signal; activation, % at 10 µM; 0.22% of 360,000 active; AID 624168, 2012;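 active = activation of at least 8% versus controls, or a plate z-score of at least 8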;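 note: Pro5 are CHO cells carrying HIG-tagged alpha-DG that lacks glycosylation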
N-glyco inh: increase of ERlucT glycosylation luciferase signal, primary screen, N-linked glycosylation inhibitor project, D54 ERlucT cells, luminescence, set 2; D54 ERlucT glycosylation luciferase reporter, 24 h; percent of 100 nM tunicamycin response; reporter increase, % at 12.5 µM; 0.23% of 360,000 active; AID 588692, 2011;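 active = mean luciferase reporter signal, scaled so untreated is 0 and the glycosylation-blocking control 100, at or above a set limit in every replicate; inconclusive = mean reaches the limit but not every replicate does; inactive = mean below the limit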;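 note: luciferase carries N-glycosylation sites so blocking glycosylation raises the light; 0% = median of neutral control wells and 100% = median of 100 nM tunicamycin wells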
PDI turbidity: inhibitors of human PDI, primary screen, biochemical, turbidity, single point, plate reader | Protein disulfide-isomerase (Homo sapiens), P07237 | 0.052% of 350,000 active | AID 588391, 2011 | PDI insulin aggregation turbidity, A650, 90 min | inhibition, % at 10 µM;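 active = mean inhibition across replicates of 30% or more, whatever share of single replicates reach that level; inconclusive = mean inhibition below 30% while every single replicate reaches 30%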;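 note: absorbance from insulin aggregation driven by PDI reduction with DTT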
Target sequence (P07237 whole entry, looked up): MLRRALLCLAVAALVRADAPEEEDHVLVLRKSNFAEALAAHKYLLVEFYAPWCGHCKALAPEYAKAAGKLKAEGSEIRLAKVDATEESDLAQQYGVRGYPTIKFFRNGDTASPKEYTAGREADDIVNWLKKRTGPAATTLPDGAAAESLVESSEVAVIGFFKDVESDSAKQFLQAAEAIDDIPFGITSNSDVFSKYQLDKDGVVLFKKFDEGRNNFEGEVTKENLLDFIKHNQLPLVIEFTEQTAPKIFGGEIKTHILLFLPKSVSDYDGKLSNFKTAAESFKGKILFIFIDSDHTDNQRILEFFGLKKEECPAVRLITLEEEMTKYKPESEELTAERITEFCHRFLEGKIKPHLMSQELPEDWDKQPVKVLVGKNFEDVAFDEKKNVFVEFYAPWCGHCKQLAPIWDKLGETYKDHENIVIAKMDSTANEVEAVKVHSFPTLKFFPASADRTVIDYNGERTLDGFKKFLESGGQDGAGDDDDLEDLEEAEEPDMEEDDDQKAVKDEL
MC4R antag cAMP: MC4R antagonists of cAMP signaling, primary screen, cell-based, TR-FRET, antagonist arm of biased-ligand search. Melanocortin receptor 4 (Homo sapiens), P32245. MC4R-expressing cells, MTII-stimulated cAMP, LANCE TR-FRET. inhibition, % at 6.5 µM. 0.48% of 360,000 active. AID 540295, 2011;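 active = inhibition above its plate's cutoff, the mean of tested wells on that plate plus 3 SD, cut at about 29% in these data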;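 note: 0% = Melanotan II alone and 100% = Melanotan II plus saturating MCL0020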
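Material – human MC4R-expressing U2OS cells · Repeats – no replicates · Detection – TR-FRET with Eu-cAMP and labeled anti-cAMP, 671 nm · Times – compound 30 min, challenge 1 h, detection 1 h · Compound – single nominal compound dose of 6.5 µM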
ABCB6 inh 2: ABCB6 transporter inhibitors, primary screen, K562-ABCB6 cells, flow cytometry, MLPCN library | ATP-binding cassette sub-family B member 6 (Homo sapiens), Q9NP58 | K562-ABCB6 porphyrin accumulation, 1 h; hits give low values | fluorescence ratio to DMSO, % at 10 µM | 0.19% of 360,000 active | AID 602162, 2011;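 active = fluorescence ratio to DMSO below 75%, the collection mean minus 3 SD; inconclusive = too few cells collected in the well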;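 note: signal is porphyrin accumulated inside mitochondria; 100% equals median channel fluorescence of DMSO control wells; lower ratio means ABCB6 inhibition with less porphyrin fluorescence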
Vif inh: HIV Vif self-association inhibitors, primary screen, imaging, HEK293T, single point | inhibition, % at 7.49 µM | HEK293T cells, Vif self-association by quenched fluorescence, 24 h | 0.35% of 340,000 active; in the data active = inhibition above about 50%, passing the limit was not always enough; inconclusive = no clear call, values can overlap the other calls; inactive = below about 31%; note: some results filed as inactive read as strong as hits
CaV13 FRET inh: Disruptors of the CACNA1D IQ motif to Ca2+-dependent inactivation inhibitor domain association, primary screening, Förster resonance energy transfer in intact living … | HEK cells, CFP/YFP FRET ICDI-IQ, plate reader, 10 min; percent FRET-ratio fall versus neutral wells | inhibition, % at 12.3 µM | 0.098% of 340,000 active | AID 743397;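 active = mean replicate inhibition of at least 30% and at least 1% of replicates passing that level; inconclusive = only one of the two criteria is met; inactive = neither criterion is met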;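 note: 0% = median of the neutral control wells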
H9c2 protect: cardioprotection against H2O2-induced cell death, primary screen, uHTS, H9c2 cells, ATPLite luminescence; protection from H2O2 cell death, % at 20 µM; H9c2 cardiomyocytes, H2O2 injury protection, 2 h; AID 588492, 2011; 0.63% of 360,000 active;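 active = compounds giving at least 50% protection of heart cells from peroxide-induced death in the single-dose screen, raw or plate-pattern-corrected value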;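 note: 0% = DMSO wells with peroxide and 100% = DMSO wells without peroxide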
* = called active by the depositor; ? = inconclusive; . = no result given. Random draw from the library (roughly 3.6% active in at least one column).

Compound,m5-HT2A agonist,MC4R barr agon,aDG glyco up,N-glyco inh,PDI turbidity,MC4R antag cAMP,ABCB6 inh 2,Vif inh,CaV13 FRET inh,H9c2 protect
CCN(CC)CCNc1ncnc2c1sc1nc(N3CCCC3)c3c(c12)CC(C)(C)OC3,-7,-2.7,0.1,-11,0,-10,96,7,-2,-9
C/C(=N\N=C1\NC(=O)CC(C(=O)O)S1)c1cccs1 (configuration not stated),5,-0.2,-0.1,0,-5,1,100,-2,-6,0
COc1ccc(NC(=O)NC2CCCc3ccccc32)c(OC)c1 (configuration not stated),-5,-1.8,0.0,-2,-10,1,99,2,-3,-2
O=C(NN=Cc1ccc(N2CCOCC2)cc1)c1cc2ccccc2cc1O,-8,0.1,0.2,-3,21,10,89,-2,-6,21
COCCn1c(Sc2nc(C)cs2)nc2c1c(=O)[nH]c(=O)n2C,2,-1.3,0.1,0,8,-4,96,-6,.,14
Cc1csc(SCC(=O)NC(=O)Cc2ccccc2)n1,-1,0.8,0.1,1,6,19,101,14,-5,4
COc1ccc(C2C(C(=O)c3ccco3)=C(O)C(=O)N2CCN2CCOCC2)cc1 (configuration not stated),-3,-0.9,-0.1,2,2,6,96,15,-5,6
Cc1cc(=O)oc(C)c1C(=O)NC1CC(C)(C)NC(C)(C)C1,4,-1.6,-0.1,1,-4,3,92,.,-5,-1
O=C(/C=C/c1c(Cl)cccc1Cl)N1CCN(c2ncccn2)CC1,5,0.8,2.1,0,9,3,99,-10,-3,19
COc1ccc(C2NC(=O)NC(c3ccccc3)=C2c2nc3ccccc3s2)cc1 (configuration not stated),-1,-1.1,0.1,-1,3,1,97,.,-7,-8
Clc1ccc(-c2nc3ccccc3n2OCc2ccccc2)cc1,2,-0.5,-0.5,-2,-9,7,95,-5,-6,-4
O=C(Nc1cccc(O)c1)c1ccc(Br)c(S(=O)(=O)N2CCCCC2)c1,1,0.5,0.8,-2,14,-4,90,.,-6,-9
O=C(c1noc2c1CCc1ccccc1-2)N1CCCc2ccccc21,3,-1.6,0.2,0,-6,-1,96,-1,-5,-15
Cn1cc(Cl)c(C(=O)OCC(=O)Nc2ccc(S(N)(=O)=O)cc2)n1,-1,0.5,0.1,0,10,6,82,-6,-4,-4
Cc1ccc2nc(C)c(C(=O)N/N=C/c3cccs3)n2c1,-3,0.3,-0.3,0,16,-10,102,-23,-4,16
CC(=O)c1ccccc1C(=O)NCc1cccnc1,0,0.1,0.2,3,-1,22,99,0,-5,2
CC1CCCN(C(=O)c2sc3cc([N+](=O)[O-])ccc3c2Cl)C1 (configuration not stated),-3,-1.8,0.0,-3,-8,0,92,-6,-4,-7
CCOc1ccc(C(=O)COC(C)=O)cc1,-1,-0.8,-0.1,0,-1,-9,91,9,-4,-8
COc1ccc(S(=O)NC2CCCCC2)c(OC)c1C (configuration not stated),1,-0.9,-0.1,-1,-5,2,105,5,.,16
CCOC(=O)C(CC)(CC)/C(C)=N/NC(=O)CC#N,-2,-1.9,-0.2,0,-6,6,103,?,-5,5
O=C(NNC1CC(=O)N(c2ccc(Cl)cc2)C1=O)c1ccccn1 (configuration not stated),4,-2.5,-0.1,0,-2,1,101,4,3,1
CC(NC(=O)c1cnc2n(c1=O)CCS2)c1ccccc1 (configuration not stated),-2,-1.3,-0.2,-1,9,12,104,-2,-3,4
CC1Cc2ccccc2N1CC(=O)Nc1ccc2c(c1)OCO2 (configuration not stated),-3,-2.1,-0.4,-3,13,6,90,?,-7,-3
CCOC(=O)C1=CN(Cc2cccc(F)c2)S(=O)(=O)NC1c1ccc2ccccc2c1 (configuration not stated),-2,-0.3,0.1,-1,-2,-4,93,-9,-6,-6
CC(=O)NC(NC(=S)N1CCCCCC1)C(Cl)(Cl)Cl (configuration not stated),3,-0.6,0.4,0,2,13,98,-5,-2,1
COc1ccc(C(=O)N/C(=C/c2cccs2)C(=O)NC(C)(C)C)cc1OC,-3,-4.2,-0.4,1,7,-3,97,0,-4,4
CCOc1ccccc1C(=O)N(CN1CCCC1=O)c1ccc(C)c(Cl)c1,1,0.3,-0.1,-1,5,9,87,-16,-3,1
CCCn1c(SCC(=O)Nc2c(C)cccc2C)nnc1C(C)C,-1,-0.6,0.2,-2,4,-4,99,4,.,5
CCOC(=O)[C@@H](C)NS(=O)(=O)N(Cc1ccccc1)[C@H](C(=O)OC)C(C)C,4,-0.5,0.0,-1,-2,6,96,.,-9,0
O=C(CCNC(=O)c1ccc([N+](=O)[O-])cc1)NNC(=O)c1ccncc1,2,-2.6,-0.2,1,11,1,92,-8,-11,-4
OCCNc1nc(-c2ccccc2)c2cc(Cl)ccc2n1,-5,-0.7,0.4,5,-5,4,96,-5,-3,-18
O=C(NNS(=O)(=O)c1ccccc1[N+](=O)[O-])c1ccc(O)cc1,2,-1.3,0.0,1,11,-2,102,-9,-4,-2
Cc1n[nH]c(C)c1S(=O)(=O)N1CCC(C(=O)O)CC1,10,1.4,0.0,3,-1,13,89,.,.,15
Cc1ccc(C(C2C(=O)CC(C)(C)CC2=O)C2C(=O)CC(C)(C)CC2=O)s1,-6,1.6,-0.3,0,-6,2,92,.,.,-3
CCOC(=O)c1c(NC(=O)CN2C(=O)N(C)C3(CCCCC3)C2=O)sc(C(=O)N(C)C)c1C,4,-1.5,1.7,3,9,1,101,-2,-2,-2
CC(C)[C@H](NC(=O)NCc1ccc(F)cc1)C(=O)O,-2,-1.1,0.1,-1,-3,-6,102,-3,-4,-6
CC1C(=O)C(C)C(c2ccccc2)N(N=O)C1c1ccccc1 (configuration not stated),1,1.0,0.3,0,4,5,96,-1,-7,-4
O=C(NCC(=O)N1CCN(c2ccccc2)CC1)c1cccs1,0,-2.6,-0.3,-1,-7,13,102,-4,-6,2
Nn1c(SCc2cc([N+](=O)[O-])cc3c2OCOC3)nnc1-c1cccnc1,-2,1.1,-0.5,2,-5,22,102,-5,8,5
Cc1ccc(S(=O)(=O)N2CCN(C(=O)c3ccc(Br)o3)CC2)c(C)c1,-7,-0.4,0.1,-2,1,-2,95,7,-7,0
COC(=O)c1ccc(-n2nnnc2SCC(=O)Nc2ccccc2OC)cc1,-2,-1.8,0.0,1,-2,3,80,-1,.,-1
COc1ccc(C(=O)N2CCN(c3cccc(Cl)c3)CC2)cc1S(=O)(=O)NC1CC1,-14,-3.1,0.0,15,-1,1,97,-3,-6,-4
CCOC(=O)C1=C(c2ccccc2)NC(=O)NC1c1cc(OC)c(O)c([N+](=O)[O-])c1 (configuration not stated),-2,-2.1,0.0,0,3,0,100,16,-2,0
CCN(CC)CCNC(=O)c1c(C)n(-c2ccccc2)c2cc(Br)c(OC)cc12,-6,0.4,4.6,-1,-19,9,105,-2,.,8
COc1cccc(COC(=O)c2c(C)nn(-c3ccccc3)c2Cl)c1OC,7,-0.2,0.2,-2,5,12,96,-9,-2,-4
Cc1oc2cc3oc(=O)cc(C)c3cc2c1C,4,-0.3,-0.1,5,9,-4,95,8,-4,-5
Cc1cc(S(=O)(=O)Nc2ccc(N(C)C)cc2)c(C)s1,5,0.0,0.1,-3,-1,21,106,-2,-5,-5
Cn1c(/N=C(\N)c2ccccc2)nc2ccccc21,7,0.9,-0.2,-4,-3,-8,97,.,-10,-26
Cc1ccc(NC(=O)N(C)c2ccccc2)cc1,8,-0.4,0.1,1,3,0,100,.,-5,-7
COc1cccc(C(=O)N2CCN(Cc3cc(Br)ccc3OC)CC2)c1,-6,-1.6,0.9,5,-1,17,88,-7,.,2
C/C(=N/NC(=O)c1nnn(-c2nonc2N)c1COc1ccccc1)c1ccccc1Cl,-9,-0.7,-0.1,-2,0,7,96,-2,-17,-2
CC1CC(C)(C)CC2(C1)NC(=O)N(CC(=O)NCc1ccccc1F)C2=O (configuration not stated),0,-0.6,0.2,-1,3,-3,95,-5,-6,0
O=C(c1cccs1)N(Cc1ccccn1)Cc1ccco1,0,-0.1,0.2,2,-8,-3,92,8,-5,6
COc1ccc(-n2c(O)cnc2Nc2nc(C)cc(C)n2)cc1OC,1,-1.9,-0.2,-1,2,-6,102,-14,-9,-7
Cc1ccc(NC2CCCN(C(=O)CCc3scnc3C)C2)cc1C (configuration not stated),0,-0.4,-0.1,1,7,0,101,-5,-1,0
CC(C)CN(C(=O)Cn1c(Cl)nc2c1c(=O)n(C)c(=O)n2C)C1CCS(=O)(=O)C1 (configuration not stated),-2,-3.0,0.1,4,1,6,100,6,-6,-2
CSc1ccccc1-c1n[nH]c(=S)o1,3,-2.1,-0.3,-3,2,90*,103,6,-5,-2
CCN(CC)CCNC(=O)c1c(O)c2c([nH]c1=O)CCCC2,-1,-2.4,-0.1,-4,5,15,94,31,-10,2
O=C(Cn1c(=O)oc2cc(S(=O)(=O)N3CCCC3)ccc21)Nc1ccccn1,-3,-0.5,-0.2,0,13,11,98,24,-5,4
COc1cc(C2C(C#N)=C(N)Oc3c2ccc2ccccc32)ccc1OCC(=O)Nc1ccc(C)cc1 (configuration not stated),1,-0.4,3.7,-4,-6,14,103,-19,-2,-4

Next part.
Compound,m5-HT2A agonist,MC4R barr agon,aDG glyco up,N-glyco inh,PDI turbidity,MC4R antag cAMP,ABCB6 inh 2,Vif inh,CaV13 FRET inh,H9c2 protect
Cc1c(Cl)cccc1NC(=O)CCN1CCN(CCO)CC1,2,-0.2,-0.1,0,2,2,109,1,-5,-3
C/C(=N/NS(=O)(=O)c1ccc(C)c(C)c1)c1ccncc1,6,1.2,-0.2,0,0,-5,104,7,.,2
O=C(N/C(=C\c1cccc([N+](=O)[O-])c1)C(=O)N1CCOCC1)c1cccc(Br)c1,0,-3.7,0.1,.,3,2,89,.,-2,16
COc1cc(/C=N/Nc2snc(SC)c2C#N)cc(OC)c1OC,0,0.0,0.4,-12,0,2,95,11,-5,-4
